p53 reactivation: mutant p53 re-activation in reporter cells; H1299 p53-A138V BP100-luciferase reporter, luminescence, 24 h; Potency, µM (top dose mostly 92.2 µM), without a hit: at the highest dose activity change, positive = activation, hits mostly activators; actives 0.063% (n = 320,000); also: potency is read from the fitted curve at half-maximal effect; % of control where 0% means no effect; nearly all actives have a fitted effect of over 45% in size
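p53-null H1299 cells stably carrying temperature-sensitive p53-A138V and a BP100-luciferase reporter were pinned with compounds (4-point, 1:5 series) and held 24 hrs at 37 deg C. Luminescence was read 10 min after detection reagent.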
Integrin act MD: activators of alpha7 integrin expression for muscular dystrophy; Potency, µM (doses to about 38.3 µM), for the others: at the top dose activation, usual class: activators; actives 0.064% (n = 350,000); alpha7betagal myoblasts, beta-gal FDG fluorescence, 48 h;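 also: potency is read from the fitted curve at half-maximal effect; 100% = response of the positive control SU9516; nearly all actives have a fitted effect of over 60% in size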
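alpha7betagal+/- myoblasts (passage 13, 250/well) treated 48 h at 37C with compounds at 1:260 dilution of DMSO stock. Lysed, then beta-galactosidase activity read as FDG fluorescence (ex 480/em 540) after 30 min, with pre-read for autofluorescence.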
TRPV1 ag: agonists of human vanilloid receptor 1 (TRPV1). Q8NER1. TRPV1-expressing cells, Fluo-8 calcium influx, agonist mode. activation, % at 8.33 µM. actives 0.19% (n = 320,000). AID 540275; in the data active = activation above about 80%; inconclusive = between about 30% and that limit; also: 0% is about no effect
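Fluo-8 calcium influx in TRPV1-expressing cells, kinetic read (ex 480/em 520 nm). Compound added and read 3 min for agonist activity, followed by capsaicin at EC20 final and 2 min further read for enhancement.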
BRCA1 expr up: BRCA1 expression activation; Potency, µM (doses to about 46.1 µM), inactives show top-dose activation, most hits filed as activators; actives 1.1% (n = 380,000); MCF7-BRCA1-FFLuc reporter, luminescence, 48 h; response scale: scaled: vehicle 0%, 10 µM genistein 100%; also: potency is read from the fitted curve at half-maximal effect; nearly all actives have a fitted effect of over 80% in size; some results filed as inactive show a strong effect at the top dose
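48 h compound treatment of MCF7-BRCA1-FFLuc cells (phenol-red free MEM, 37 °C), then 15 min with luciferase substrate and luminescence imaging.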
ELG1 DNA repair: inhibitors of ELG1-dependent DNA repair in HEK293T cells | actives 2.3% (n = 330,000) | HEK293T ELG1-luciferase reporter, luminescence, 16 h; DNA damage induced by 5-fluorouridine | Potency, µM (titrated, usually from 46.1 µM), for the others: top-dose activity change, negative = inhibition, actives largely listed as inhibitors; also: potency is read from the fitted curve at half-maximal effect; % is scaled to controls: 0 for no effect and ±100 for the full control effect; nearly all actives have a fitted effect of over 55% in size
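Overnight (16 hr) co-exposure of 2,000 cells/well to 5-fluorouridine and compound at 37 °C preceded detection. Luciferase was quantified via ONE-Glo luminescence; loss of signal denotes inhibition.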
B2AR arrestin: agonists driving beta-arrestin recruitment to human beta2-adrenergic receptor; beta-arrestin recruitment to beta2AR, cell-based reporter; Potency, µM (series often up to 46.1 µM), for the others: at the highest dose activation, usual class: activators; actives 0.02% (n = 330,000);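 also: potency is read from the fitted curve at half-maximal effect; 0% = DMSO controls and full agonism = EC100 isoproterenol or metaproterenol; nearly all actives have a fitted effect of over 65% in size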
TCR activator: activates T cell receptor signaling; 330,000 tested, under 10 active; primary human leukocytes, anti-CD3, IL-2 HTRF, 48 h; Potency, µM (doses to about 9.22 µM), for inactives: at the top dose activation of IL-2 secretion, hits mostly activators; also: % of control where 0% means no effect
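Compounds are tested in HTS on primary human leukocytes co-incubated with a-CD3 beads for 48 hr. IL-2 output is measured by time-resolved FRET.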
A-T KAP1 phos: potential ataxia-telangiectasia treatments restoring KAP-1 phosphorylation. […] A-T fibroblasts, KAP-1 phosphorylation AlphaLISA; neocarzinostatin DNA damage 30 min before lysis. Potency, µM (series often up to 57.5 µM), without a hit: at the top dose activation, most hits filed as activators. actives 0.19% (n = 320,000); also: potency is read from the fitted curve at half-maximal effect; % of control where 0% means no effect; nearly all actives have a fitted effect of over 45% in size
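hTERT-immortalized A-T patient fibroblasts ([…]), 500 cells/well in OPTI-MEM, 1% FBS, got compounds for 60 min, then NCS for 30 min at 37C. Lysates were then assayed for phospho-KAP-1 by AlphaLISA (anti-pKAP1 donor, anti-KAP1 acceptor beads), 6 hr at 25C.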
MLL CXXC-DNA inh: MLL CXXC-DNA interaction inhibition. MLL-CXXC / FITC-HOXA9 DNA fluorescence polarization. actives 0.037% (n = 290,000). AID 2662. Potency, µM (doses to about 115 µM), for inactives: at the top dose activity change, negative = inhibition, hits mostly inhibitors; active = well fitted inhibition curve with a large enough effect in the polarisation, with a control signal flat, not every such curve was filed as active; inconclusive = small, poorly fitted or top-dose-only effect, or effect the other way, or a change in a side signal; inactive = no such curve, though single readings can be large or run the other way; the % refers to the polarisation; also: potency is read from the fitted curve at half-maximal effect
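Purified MLL-CXXC (added from a 7 uM solution) was preincubated 5 min at ambient with pinned compounds in 50 mM Tris-HCl pH 7.5, 50 mM NaCl, 1 mM DTT, 0.05% BSA. Fluorescein-labeled HOX-A9 DNA (50 nM solution) followed, 30 min, then polarization read.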
PTAP TSG101 blk: blocks PTAP/TSG101 interaction to inhibit HIV-1 budding; Q99816; 340,000 tested, under 10 active; Fluorescence polarization, FITC-PTAP peptide / Tsg101 binding; Potency, µM (highest dose often 115 µM), inactives show top-dose activity change, negative = inhibition, usual class: inhibitors; active = well fitted inhibition curve with a large enough effect in the main read-out, with a control signal flat, not every such curve was filed as active; inconclusive = small, poorly fitted or top-dose-only effect, or effect the other way, or a change in a side signal; inactive = no such curve, though single readings can be large or run the other way; also: potency is read from the fitted curve at half-maximal effect; % of control where 0% means no effect
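Steps: Tsg101 binding domain dispensed (10 uM final), compounds pinned in DMSO, FITC-labeled PTAP-motif peptide added (50 nM final); after 20 min binding at room temperature, polarization measured.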
* marks the source's active call; other numbers are inactive results; ? = inconclusive; . = no result given; [ ] = dose if it differs, or a comment. Unless noted, calls follow the shape of the dose curve; as a rule, active = well fitted curve in the direction sought with a large enough effect; inconclusive = small, poorly fitted or top-dose-only effect, or another doubt; inactive = no such curve, though single readings can be large; an effect the other way counts as inactive or inconclusive.

SMILES	p53 reactivation	Integrin act MD	TRPV1 ag	BRCA1 expr up	ELG1 DNA repair	B2AR arrestin	TCR activator	A-T KAP1 phos	MLL CXXC-DNA inh	PTAP TSG101 blk
COc1cccc(-c2nc(NCc3cccnc3)c3ccccc3n2)c1O	2%	6%	-2	-21%	?	-0.1%	0%	8%	1%	0%
CC(=O)N1CCN(C2=Nc3cccc4cccc2c34)CC1	-1%	25%	4	70%	15%	0.4%	-3%	9%	-25%	-15%
COc1ccc(C2C3=C(CCCC3=O)Nc3nc(C(F)(F)F)nn32)c(OC)c1OC (configuration not stated)	?	19%	29	21%	21%	0.3%	2%	23%	0%	-3%
Cc1ccc(C2CC(C(F)(F)F)n3nc(C(=O)Nc4c(C)n(C)n(-c5ccccc5)c4=O)cc3N2)cc1 (configuration not stated)	-1%	-16%	5	-11%	-20%	-0.5%	3%	-4%	3%	-4%
Cc1ccc(C(=O)/C=C2/NC(=O)CS2)cc1	18%	0%	0	?	?	-0.4%	-6%[46.1 µM]	3%	-1%	-3%
O=C(COC(=O)CCc1c[nH]c2ccccc12)Nc1ccc([N+](=O)[O-])cc1	-3%	1%	22	22%	3%	-0.3%	-3%[46.1 µM]	-4%	9%	-2%
CC(OC(=O)C1CC1C)C(=O)Nc1ccc(Cl)cn1 (configuration not stated)	7%	?	3	-3%	14%	0.5%	6%	-2%	.	0%
COC(=O)CCSCC(=O)Nc1cc(C)on1	0%	17%	2	18%	-5%	-0.2%	0%	1%	5%	-8%
Cc1c(N=C2N=C(NC(=O)Nc3ccc(Cl)cc3)c3ccccc32)c(=O)n(-c2ccccc2)n1C	2%	14%	13	0%	-4%	0.1%	-2%	9%	?	?
O=c1[nH]c(=S)[nH]cc1S(=O)(=O)c1cccc(Cl)c1	-4%	40%	0	0%	1%	-0.9%	1%	11%	4%	-5%
COc1cccc(CNC(=O)COC(=O)CCCNC(=O)c2ccc(Cl)cc2)c1	12%	3%	3	41%	19%	-0.2%	1%	8%	.	-5%
Cc1[nH]nc(-c2ccc(O)cc2O)c1-c1ccc(Cl)cc1	-9%	-20%	-4	-46%	-13%	-0.3%	-6%	4%	3%	-5%
Cc1csc(NC(=O)CSc2ccc(-c3ccc(F)cc3)nn2)n1	3%	-10%	?	0%	5%	0.3%	6%	3%	18%	-5%
Cc1ccc(C(C(=O)NC2CCCC2)N2CCCCC2)cc1 (configuration not stated)	-6%	4%	9	-21%	0%	0.3%	4%[46.1 µM]	11%	-9%	1%
CCOC(=O)/C(=N/Nc1ccccc1)c1csc(Nc2ccccc2)n1	13%	-15%	17	-85%	?	-1.6%	.	-8%	22%	0%
CCc1nn2c(=O)cc(COc3cccc(NC(=O)c4ccco4)c3)nc2s1	-3%	-31%	-3	9%	-2%	0.2%	-2%	2%	4%	-12%
COc1cccc(NC(=S)NN2CCN(C)CC2)c1	15%	-16%	-6	71%	?	-0.1%	-9%	-3%	-2%	-3%
C=CCN(CC=C)CCCOc1ccc(C)cc1OC	10%	20%	0	8%	-4%	-0.2%	3%	7%	-1%	1%
COC(=O)C(C)Sc1nnc2n(-c3cccc(C)c3)c(=O)c3c4c(sc3n12)CCCC4 (configuration not stated)	0%	15%	?	-2%	?	0.2%	-1%	-3%	-3%	-9%
COc1ccc(NC(C)C(=O)Nc2cc(C(F)(F)F)ccc2N2CCOCC2)c(OC)c1 (configuration not stated)	-8%	-21%	8	-24%	2%	0.3%	8%[46.1 µM]	-4%	0%	-7%
O=C(O)C1C2C=CC(C2)C1C(=O)NCc1ccco1 (configuration not stated)	13%	4%	4	3%	5%	-0.3%	1%	0%	?	-5%
CC1CCCN(CCOCCOc2ccc(Br)cc2Cl)C1 (configuration not stated)	-9%	-49%[inhibitor]	0	-59%	-3%	-0.8%	-4%[46.1 µM]	-3%	4%	-4%
Cc1csc(NC(=O)CS(=O)(=O)Cc2ccccc2)n1	4%	17%	4	3%	-11%	-0.1%	-1%	1%	3%	-6%
Oc1ccccc1-c1cc(C(F)(F)F)[nH]n1	7%	.	-4	.	-21%	0.2%	.	10%	-4%	.
O=C1C=C(c2ccc3[nH]ccc3c2)CCC1	.	-22%	.	?	.	.	-2%	.	.	-1%

The listing continues:
SMILES	p53 reactivation	Integrin act MD	TRPV1 ag	BRCA1 expr up	ELG1 DNA repair	B2AR arrestin	TCR activator	A-T KAP1 phos	MLL CXXC-DNA inh	PTAP TSG101 blk
CCCCN(C(=O)c1ccc(C)o1)c1c(N)n(CCCC)c(=O)[nH]c1=O	0%	6%	0	-35%	?	0.2%	2%	1%	.	-7%
CC(=O)Nc1ccc(Nc2cc(C)nc(Nc3ccc(NC(C)=O)cc3)n2)cc1	-2%	-12%	0	-3%	?	-0.4%	1%	-1%	.	-2%
Cc1ccc(C)c(OCC(=O)O/N=C(\N)c2cccc([N+](=O)[O-])c2)c1	3%	9%	-2	30%	-8%	-0.8%	-3%	30%	35%[activator]	-4%
Cc1nc2c(cc(Oc3ccc(S(=O)(=O)N4CCOCC4)cn3)c3ccsc32)s1	?	2%	2	26%	?	-0.7%	6%	10%	6%	-3%
Nc1nc(SCc2ccccc2)[nH]c(=O)c1-c1ccccc1	?	4%	-3	10µM*	?	0.1%	-2%	1%	-5%	-10%
COc1cc([C@@H]2CC=C(C(=O)O)[C@H](c3cccc(Cl)c3)N2S(=O)(=O)c2ccc(C)cc2)cc(OC)c1OC	-8%	22%	-1	0%	-3%	0.3%	-4%	9%	.	0%
CCOc1cc(/C=N/NC(=O)c2cc(C)[nH]n2)ccc1OC(=O)c1ccc([N+](=O)[O-])cc1	-3%	.	-2	.	0%	0.2%	.	0%	-2%	.
CCCCn1c(N)c(N(Cc2ccccc2OC)C(=O)CN2C(=O)NC3(CCCC3)C2=O)c(=O)[nH]c1=O	-1%	29%	3	-16%	9%	-0.4%	-2%	0%	.	-6%
COc1ccccc1CCC(=O)Nc1ncc(C)s1	6%	17%	14	48%	?	0.3%	4%	10%	?	-8%
O=S(=O)(Nc1cccnc1)c1cccc(Cl)c1	-6%	2%[7.66 µM]	-1	-1%	-1%	0.0%	.	0%	3%	0%
COc1cc(NC(=O)CCNS(=O)(=O)c2cc(Br)cnc2N)cc(OC)c1	5%	-20%	9	-17%	-2%	-0.5%	0%	-3%	-1%	-3%
CC(C)c1nc(CNC(=O)CC2C(=O)NCCN2Cc2cccc(F)c2F)cs1 (configuration not stated)	5%	-9%	2	-5%	-3%	0.1%	-68%	2%	9%	-1%
CCCCOc1ccc(C(=O)OCC(=O)Nc2cc(C)c(C)cc2[N+](=O)[O-])cc1	3%	25%	-5	17%	4%	-1.1%	1%[46.1 µM]	4%	3%	0%
CC(C)(C)NC(=O)c1cc([N+](=O)[O-])ccc1N1CCCCC1	-6%	0%	17	-16%	0%	0.1%	-7%[46.1 µM]	3%	-2%	-8%
CN(C(=O)CCNC(=O)Cn1cnc2ccccc2c1=O)c1ccc(F)cc1	4%	2%	0	-3%	5%	-0.5%	-3%	1%	-6%	1%
CC(C)CC1Nc2ncnc(N3CCCCC3)c2N(Cc2ccc(Br)cc2)C1=O (configuration not stated)	6%	6%	82*	-45%	11%	-0.5%	-2%	10%	.	-1%
O=C(Cc1ccccc1)NC(=S)Nc1cccc(C(F)(F)F)c1	-1%	20%	?	-27%	13%	-0.4%	1%	-4%	-3%	-3%
COCCCNC(=O)CC1C[C@H](C(=O)N2CCCCC2)[C@@]2(CCc3ccccc3)c3[nH]c4ccc(OC)cc4c3CCN2C1=O (some centres not stated)	-17%	-4%	.	1%	-16%	-0.9%	1%[46.1 µM]	-5%	.	-1%
O=C(Cn1cnc2ccccc21)NCc1ccccc1	27%	-13%	-1	-3%	-10%	-0.4%	13%	2%	14%	-5%
CCCCC(=O)Nc1ccnc(-c2cccnc2)n1	6%	7%	1	3%	0%	0.3%	3%	-5%	1%	-11%
Cc1ccc(C(=O)CCC(=O)NCc2ccc(Cl)cc2)cc1	1%	2%	25	0%	14%	-0.2%	-4%	-1%	.	2%
Cc1ccc(-c2ccc(=O)n(CC(=O)NCCN3CCCCC3C)n2)cc1 (configuration not stated)	19%	-6%	0	6%	-3%	-0.2%	3%	6%	6%	1%

Three entries already listed, arranged by their value in MLL CXXC-DNA inh, high to low:
| SMILES | p53 reactivation | Integrin act MD | TRPV1 ag | BRCA1 expr up | B2AR arrestin | TCR activator | MLL CXXC-DNA inh | PTAP TSG101 blk |
| --- | --- | --- | --- | --- | --- | --- | --- | --- |
| O=C(Cn1cnc2ccccc21)NCc1ccccc1 | 27% | -13% | -1 | -3% | -0.4% | 13% | 14% | -5% |
| Cc1ccc(C2CC(C(F)(F)F)n3nc(C(=O)Nc4c(C)n(C)n(-c5ccccc5)c4=O)cc3N2)cc1 (configuration not stated) | -1% | -16% | 5 | -11% | -0.5% | 3% | 3% | -4% |
| COc1ccc(C2C3=C(CCCC3=O)Nc3nc(C(F)(F)F)nn32)c(OC)c1OC (configuration not stated) | ? | 19% | 29 | 21% | 0.3% | 2% | 0% | -3% |

Screening data as filed in PubChem.
